CHT block – inhibitors of human choline transporter CHT | hit rate 0.86% among 310,000 | B-score at 10 µM | AID 488975, 2010 | CHT-expressing cells, membrane potential dye, choline response; stronger effect = lower value | High affinity choline transporter 1 (Homo sapiens), Q9GZV3;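 active = B-score over 3 SD under the library average, and starting fluorescence ratio not unusually high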;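 also: choline stimulus applied at its EC90 after an EC20 pre-addition; B-score computed on integrated fluorescence ratio after choline addition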
KCNQ2 inh – KCNQ2 potassium channel inhibitors, primary screen, cell-based, CHO-K1, FluxOR thallium flux, B-score (AID 2156); hit rate 1.1% among 310,000; Potassium voltage-gated channel subfamily KQT member 2 (Rattus norvegicus), O88943; B-score at 10 µM; 20 min; stronger effect = lower value;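 active = fluorescence ratio B-score at most minus 3 library SDs, with starting brightness B-score within 2 library SDs, cut at about -5.5 in these data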
Target sequence (O88943 whole entry, looked up): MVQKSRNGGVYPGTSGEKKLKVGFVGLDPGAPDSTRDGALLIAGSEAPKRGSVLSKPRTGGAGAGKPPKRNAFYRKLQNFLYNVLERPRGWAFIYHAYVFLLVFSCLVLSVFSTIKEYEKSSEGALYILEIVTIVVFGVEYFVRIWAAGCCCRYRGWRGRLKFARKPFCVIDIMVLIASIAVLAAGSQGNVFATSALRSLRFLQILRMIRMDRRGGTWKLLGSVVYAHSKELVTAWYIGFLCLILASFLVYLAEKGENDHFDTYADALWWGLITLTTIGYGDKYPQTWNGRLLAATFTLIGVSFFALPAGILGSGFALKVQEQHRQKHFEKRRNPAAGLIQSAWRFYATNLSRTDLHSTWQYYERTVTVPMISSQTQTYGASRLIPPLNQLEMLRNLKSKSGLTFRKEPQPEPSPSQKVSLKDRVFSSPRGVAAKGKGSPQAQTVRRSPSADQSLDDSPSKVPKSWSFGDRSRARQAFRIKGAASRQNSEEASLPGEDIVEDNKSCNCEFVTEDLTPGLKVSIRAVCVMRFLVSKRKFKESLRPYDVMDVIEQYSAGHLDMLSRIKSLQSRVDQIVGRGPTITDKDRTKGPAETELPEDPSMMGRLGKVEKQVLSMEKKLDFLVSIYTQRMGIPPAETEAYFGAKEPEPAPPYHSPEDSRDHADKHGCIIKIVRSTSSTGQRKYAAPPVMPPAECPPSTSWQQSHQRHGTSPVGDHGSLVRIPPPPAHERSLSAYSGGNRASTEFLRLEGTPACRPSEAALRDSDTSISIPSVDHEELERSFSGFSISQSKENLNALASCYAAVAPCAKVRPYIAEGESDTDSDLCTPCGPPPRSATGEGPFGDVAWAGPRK
Starred values were filed as active, the others as inactive; i = inactive; nt = not tested or not shown. Outcome played no part in choosing rows; about 1.9% have a hit in one of these screens.

CHT block,KCNQ2 inh,compound
i,i,CCCn1c(N)c(Sc2ccc(C)cc2)c(=O)n(CCC)c1=O
i,i,CCOC(=O)N1CCN(C(=O)Cn2nc(-c3ccc(Cl)cc3)ccc2=O)CC1
i,i,Cc1cc(NC(=O)COC(=O)C2CC(=O)N(c3ccccc3Cl)C2)no1 (configuration not stated)
i,i,Cc1nn2c(COc3ccc(NC(=O)C(C)C)cc3)nnc2c2ccccc12
i,i,CCc1cc2c(=O)n(-c3ccccc3)c(SCC(=O)O)nc2s1
i,i,COc1ccc(C(=O)NCC(=O)NCCc2c[nH]c3ccccc23)cc1OC
i,i,O=C(NC1CCCCC1)C(c1ccncc1)N(C(=O)c1csnn1)c1cccc(F)c1 (configuration not stated)
i,i,CSCCC(NC(=O)c1cc(C)oc1C)C(=O)O (configuration not stated)
i,i,O=C(NCc1cccnc1)C1CC(c2ccc(F)cc2)=NO1 (configuration not stated)
i,i,CC(C)/C=C1\CCCCC1N(C)C(=O)NC(C)C (configuration not stated)
i,i,NC(=O)c1c(NC(=O)C2CCCO2)sc2c1CCC2 (configuration not stated)
i,i,COc1c(OC)c(O)c2c(=O)c(O)c(-c3ccccc3)oc2c1OC
i,i,O=C(NCCS(=O)(=O)c1ccc(Br)cc1)c1ccc(F)cc1
i,i,CC1=CC(C)(C)n2c(O)c(N=NC(N)=S)c3c(C)ccc1c32
i,i,O=C(CSc1nc2c(c(=O)[nH]1)CCC2)Nc1ccccc1Cl
i,i,CCOC(=O)c1ccc(NC(=O)NCc2ccncc2)cc1
i,i,Cc1nn(C)cc1/C=N/NC(=O)CSc1ccccn1
i,i,COc1ccc(OCc2cc(C(=O)NC3CCOC(C)(C)C3)no2)c2ccccc12 (configuration not stated)
i,i,CC1(C)CC(=O)C2=C(C1)NC(=O)NC2c1ccccc1 (configuration not stated)
i,i,N#Cc1ccc(OC(=O)Cc2ccsc2)cc1
i,i,CSc1nc(-c2ccccc2)nn1C(=O)c1ccc(Cl)cc1
i,i,O=C(NC1(C(F)(F)F)NC(=O)N(C2CCCCC2)C1=O)c1cccs1 (configuration not stated)
i,i,COc1ccccc1CN1C(=O)[C@@H]2Cc3c([nH]c4ccccc34)C(C)(C)N2C1=O
i,i,CC1(C)SC2c3ccccc3C(=O)N2[C@@H]1C(=O)NCCCN1CCOCC1 (some centres not stated)
i,i,COc1ccc(NC(=S)Nc2ccc3cn[nH]c3c2)cc1
i,i,CCN(CC(=O)Nc1ccc2c(c1)OCCO2)C(=O)CC1CCCC1
i,i,O=C(NCc1ccco1)C(=O)NCC1OCCN1S(=O)(=O)c1ccc(F)cc1 (configuration not stated)
i,i,CC(=O)N1CCCN(Cc2cn(-c3ccc(C)cc3)nc2-c2ccc(F)cc2)CC1
i,i,Cc1ccc([N+](=O)[O-])c(OCc2ncc(Cl)n2C)c1
i,i,O=C(O)CCCNC(=O)CCCNC(=O)C(c1ccccc1)c1ccccc1

A draw from above in order of molecular weight, low to high:
CHT block,KCNQ2 inh,compound
i,i,CC(C)/C=C1\CCCCC1N(C)C(=O)NC(C)C (configuration not stated)
i,i,CSCCC(NC(=O)c1cc(C)oc1C)C(=O)O (configuration not stated)
i,i,COc1c(OC)c(O)c2c(=O)c(O)c(-c3ccccc3)oc2c1OC
i,i,Cc1nn2c(COc3ccc(NC(=O)C(C)C)cc3)nnc2c2ccccc12
i,i,CC1(C)SC2c3ccccc3C(=O)N2[C@@H]1C(=O)NCCCN1CCOCC1 (some centres not stated)

Two entries from above in another layout.
smiles	CHT block	KCNQ2 inh
Cc1cc(NC(=O)COC(=O)C2CC(=O)N(c3ccccc3Cl)C2)no1 (configuration not stated)	i	i
Cc1nn2c(COc3ccc(NC(=O)C(C)C)cc3)nnc2c2ccccc12	i	i

(list continues)
CHT block,KCNQ2 inh,compound
i,i,CCCCCn1c(CN2CC(C)OC(C)C2)nc2c1c(=O)n(C)c(=O)n2C (configuration not stated)
i,i,CCn1c(SCC(=O)N/N=C/c2c[nH]c3ccccc23)nnc1-c1ccc(C)cc1
i,i,CC(C)Nc1c(N)c(=O)oc2ccccc12
i,i,COc1ccccc1C(=O)NCCC(=O)N(C)CC(=O)Nc1c(Cl)cccc1Cl
i,i,Cc1ccc(C)c(S(=O)(=O)NCc2ccc(C(=O)N3CCN(c4ccccc4)CC3)cc2)c1
i,i,Cc1onc(-c2c(Cl)cccc2Cl)c1C(=O)Nn1cnnc1
i,i,Cc1ccnc(SCC(=O)N2CCCc3ccccc32)n1
i,i,COc1ccc(Cl)cc1NC(=S)N1CCN(c2ccccn2)CC1
i,i,CCN(CC(=O)Nc1c(F)cccc1F)C(=O)C1(c2ccccc2)CC1
i,i,Cn1c(N)c(-c2nc3cccnc3n2C)sc1=S
i,i,Cc1cccc(C2C3=C(CCCC3=O)N=C3c4ccccc4C(=O)C32)c1 (configuration not stated)
i,i,CCOc1cc(N2CCOCC2)c(OCC)cc1NC(=O)COc1ccc2ccc(=O)oc2c1
i,i,CC12CCC(C(=O)N3CCN(C(c4ccccc4)c4ccccc4)CC3)(OC1=O)C2(C)C (configuration not stated)
i,i,COc1ccccc1NC(=O)CCSc1nc(C)cc(C)n1
i,i,COc1ccccc1N1CCN(C(=O)c2cc(-c3ccc(F)cc3)[nH]c2C)CC1
i,i,CCOC(=O)NS(=O)(=O)c1ccc(CCNC(=O)c2cc(C)on2)cc1
i,i,O=C(COc1cccnc1[N+](=O)[O-])Nc1cccc(S(=O)(=O)N2CCOCC2)c1
i,i,CC(=O)c1ccc(S(=O)(=O)N2CCN(CC#N)CC2)cc1
i,i,COc1ccc(NC(=O)CSc2ccc3nnc(-c4ccccn4)n3n2)cc1
i,i,Cc1cccc(C)c1OCC(O)CN1CCN(c2ccccc2)CC1 (configuration not stated)
-6.7*,i,CN(C(=O)c1ccccc1Cl)C1CCCCC1
i,i,O=S(=O)(Nc1ccccn1)c1ccc(Cl)c2ccccc12
i,i,CCOC(=O)C1=C(C)N=C2SC=C(C)N2C1c1ccc(OC)cc1 (configuration not stated)
i,i,O=C(C1CCN(c2ncnc3c2sc2cccc(F)c23)CC1)N1CCOCC1
i,i,C=CCn1c(C)nnc1SCC(=O)N1CCN(S(=O)(=O)c2ccccc2)CC1
i,i,Cc1nc2c(-c3ccc(F)cc3)c(C)nn2c(C)c1CCC(=O)N1CCOCC1
i,i,O=c1ccc(/C=C/c2ccccc2)nn1Cc1ccccc1
i,i,Cc1cccnc1NC(=O)c1ccc2c(c1)NC(=O)C(C)S2 (configuration not stated)
i,i,Cc1cc(=O)[nH]c(SCC(=O)NCC2CCCO2)n1 (configuration not stated)
i,i,COc1ccc(C2CC(c3cccs3)=NN2C(=O)c2ccccc2)cc1OC (configuration not stated)
i,i,CCOc1ccc(Nc2cc(C)nc3c(C)cccc23)cc1
i,i,Cc1nc(Cl)c2c(n1)NC1=C(O2)C(=O)CCC1
i,i,COc1ccc(CNc2ccc(Cl)cc2)cc1Cn1ccnc1
i,i,CCS(=O)(=O)C1=NN2C(=N)/C(=C\c3ccc(OC(=O)c4ccco4)c(Br)c3)C(=O)N=C2S1
i,i,CS(=O)(=O)c1ccc(Cl)c(NC(=O)Cc2ccccc2F)c1
i,i,O=C(c1ccccc1F)N1CCN(Cc2cccc(Cl)c2)CC1
i,i,CCNC(=O)Cn1cc(C(F)(F)F)cc(Cl)c1=O
i,i,CCCCNC(=S)N/N=C/c1ccc(C)s1
i,i,COC(=O)C1=COC(C)C2CN3CCc4c([nH]c5ccccc45)C3CC12 (configuration not stated)
i,nt,COc1cc(C(=S)N2CCC(C(N)=O)CC2)ccc1O
i,i,CSc1cccc(-n2ccc(=O)c(C)c2C)c1
i,i,CCN(CC(=O)N1CCCC1)S(=O)(=O)c1cc(C)ccc1OC
i,i,CN(C)CCCNc1ccc(-c2n[nH]c(=O)c3ccccc23)cc1[N+](=O)[O-]
i,i,Cn1nnnc1SCc1ccc(CSc2nnnn2C)cc1
i,i,CCOc1ccc2ccccc2c1CNc1nnnn1CC
i,nt,O=C1/C(=C/C=C/c2ccco2)SC(=S)N1NS(=O)(=O)c1ccccc1
i,i,Cc1nc(-c2cccc(S(=O)(=O)N3CC(C)OC(C)C3)c2)cs1 (configuration not stated)
i,i,CCOc1ccccc1NC(=O)CCS(=O)(=O)c1ccc2c(c1)CC(C)N2C(C)=O (configuration not stated)
i,i,CSc1ccc(CCNC(=O)CN2C(=O)c3cccnc3Oc3ccc(C)cc32)cc1
i,i,CCOc1ccc(N(CC(=O)Nc2cccnc2)S(C)(=O)=O)cc1
i,i,O=C(c1ccc(-n2cncn2)c([N+](=O)[O-])c1)N1CCN(S(=O)(=O)c2ccc(Br)cc2)CC1
i,i,CC1(C)CC(=O)C=C(NC2CC(C)(C)NC(C)(C)C2)C1
i,i,CC1=NN(C(N)=S)C(=O)C1N=Nc1ccc(Br)cc1 (configuration not stated)
i,i,CC1(C)CC(=O)C(=C2SCCCS2)C(=O)C1
i,i,Cc1cccc(/N=C/c2c(O)cc(C)oc2=O)n1
i,i,COc1ccc(NC(=O)c2ccc(C)cc2)c[n+]1[O-]
i,i,CCCN1C2=C(C(=O)CC(C)(C)C2)C(c2ccc(F)cc2)C2=C1c1ccccc1C2=O (configuration not stated)
i,i,CCOc1ccc(/C=N/NC(=O)CN2CCCCC2)cc1OCC
i,i,O=C(CCN1C(=O)c2ccccc2S1(=O)=O)Nc1ccc2c(c1)OCCO2
i,i,Cc1ccc(S(=O)(=O)/N=S(/C)c2ccccc2)cc1 (configuration not stated)

(next part)
CHT block,KCNQ2 inh,compound
i,i,CCOc1ccccc1Nc1ccc(C(=O)O)cc1[N+](=O)[O-]
i,i,Cc1cc(NC(=O)c2cc(C)on2)n(-c2ccccc2)n1
-5.6*,i,Cc1ccc(S(=O)(=O)N/N=C/c2cc(Br)ccc2O)cc1
i,i,CC(C)c1nccn1CCC(=O)O
i,i,Cc1ccc(C(=O)N(CN2CCCC2=O)c2ccccc2)cc1C
i,i,CCOP(=O)(OCC)C(NC(=O)Nc1ccccc1)C(N)=O (configuration not stated)
i,i,O=S(=O)(Nc1ccc(-n2cccc2)cc1)c1ccc(Cl)cc1Cl
i,i,Cc1cc(C)nc(NC(=O)c2cccs2)c1
i,i,Cc1nc(-c2ccc(S(=O)(=O)N3CCN(C(c4ccccc4)c4ccccc4)CC3)s2)cs1
i,i,COc1cccc(-n2c(SCC(=O)NCc3cccs3)nc3ccccc3c2=O)c1
i,i,COc1ccc(OC)c(NC(=O)CC2(CC(=O)O)CCCC2)c1
i,i,CC(C)NC(=O)c1ccc(CS(=O)(=O)c2ccc(Br)cc2)o1
i,i,COCCN1Cc2cccc(C(=O)NCc3cccs3)c2C1=O
i,i,O=C(N=C1SC2CS(=O)(=O)CC2N1c1ccc(F)cc1F)C1CC1 (configuration not stated)
i,i,O=C(O)C1CCCCC1C(=O)Nc1ccccn1 (configuration not stated)
i,i,C=CCc1cccc(/C=N/NC(=O)CNc2cccc3ccccc23)c1O
i,i,COc1ccccc1NC(=O)C(C)OC(=O)CN1C(=O)C2CC=CCC2C1=O (configuration not stated)
i,i,CCC(C(=O)O)n1cnc2scc(-c3ccc(C)c(C)c3)c2c1=O (configuration not stated)
i,i,CC(=O)Nc1ccc(-c2csc(NC=C3C(=O)OC(C)(C)OC3=O)n2)cc1
i,i,O=C(Nc1ccc(Cl)cc1C(=O)NCc1cccnc1)c1ccco1
i,i,Cc1ccc(Nc2ncccc2C(=O)NCc2cccs2)c(C)c1
i,i,Cc1onc(-c2ccccc2)c1C(=O)N1CCN(c2ccccn2)CC1
i,i,COc1ccc(-c2onc(C)c2-c2cnn(-c3ccccc3)c2)c(O)c1C
i,i,CCOC(=O)[C@@H]1[C@H]2COc3cc(OC)ccc3[C@@H]2N2C(=O)N(c3cccc(C)c3)C(=O)[C@@]12C
i,-6.9*,Cc1ccc(S[C@@H](CCN2CC[C@H](NC(=O)OCc3ccccc3)CCC2=O)c2ccccc2)cc1
i,-7.9*,Cc1onc(-c2ccc3c(c2)OCO3)c1-c1ccc2[nH]ccc2c1
i,i,Cc1ccc(-c2cc(N)n[nH]2)cc1
i,i,CC(C)c1nnc(SCC(=O)N2CCc3ccccc32)n1C
i,i,COc1cccc(N2C(=O)CC(N3CCN(S(=O)(=O)c4ccccc4)CC3)C2=O)c1 (configuration not stated)
i,i,Nc1ccccc1N=Nc1ccccc1N

The final 4 entries of the section before lead into the next.
CHT block,KCNQ2 inh,compound
i,i,Cc1ccc(-c2cc(N)n[nH]2)cc1
i,i,CC(C)c1nnc(SCC(=O)N2CCc3ccccc32)n1C
i,i,COc1cccc(N2C(=O)CC(N3CCN(S(=O)(=O)c4ccccc4)CC3)C2=O)c1 (configuration not stated)
i,i,Nc1ccccc1N=Nc1ccccc1N
i,i,C=CCn1c(SC(C)C(=O)NCc2ccc3c(c2)OCO3)nc2scc(-c3ccccc3)c2c1=O (configuration not stated)
i,i,Cc1cc(=O)[nH]c(SCC(=O)Nc2ccc(C)c(S(=O)(=O)N3CCCCC3)c2)n1
i,i,Nn1c(COc2ccccc2)nc2ccccc2c1=O
i,i,COC(=O)C(CC(C)C)NC(=O)CSc1nc(-c2ccccc2)c(C#N)c(=O)[nH]1 (configuration not stated)
i,i,c1cncc(CNc2ncnc3sc4c(c23)CCCC4)c1
i,i,Cc1c(S(=O)(=O)N2CCCC2)c(=O)n(C)c(=O)n1C
i,i,COc1ccc(CNC(=O)C(OC(=O)c2ccco2)c2ccccc2F)cc1 (configuration not stated)
i,i,C[C@@H]1CC[C@@]2(O[C@H](CCO)C[C@H](O)[C@H]2O)O1
